Screens as filed in PubChem BioAssay.
mABHD4 FP – ABHD4 inhibitors, primary screen, biochemical, fluorescence polarization, mouse. actives 0.54% (n = 370,000). inhibition, % at 8.92 µM. purified mABHD4, FP-Rh probe fluorescence polarization;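 active = inhibition exceeding the mean over every tested compound plus 3 SD, cut at about 30% in these data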;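 also: 0% = plate median of compound wells and 100% = S159A mutant with DMSO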
Target sequence (Q8VD66 whole entry, looked up): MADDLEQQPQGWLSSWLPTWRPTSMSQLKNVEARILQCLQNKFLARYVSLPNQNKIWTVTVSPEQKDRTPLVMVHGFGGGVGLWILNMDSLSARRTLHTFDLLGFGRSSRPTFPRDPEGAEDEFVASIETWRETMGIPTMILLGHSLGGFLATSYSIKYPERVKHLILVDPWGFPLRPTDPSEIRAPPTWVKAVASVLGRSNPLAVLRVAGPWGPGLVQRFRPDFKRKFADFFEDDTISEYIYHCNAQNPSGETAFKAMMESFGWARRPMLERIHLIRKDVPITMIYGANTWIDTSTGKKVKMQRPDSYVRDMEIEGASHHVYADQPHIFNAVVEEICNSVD
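Assay system: wild-type mouse ABHD4 protein; compound: single nominal dose of 8.92 µM, 0.89% DMSO final; schedule: 45 min + 60 min at 25 °C; measured by: FP readout, ex 525 nm / em 598 nm; evaluation: % inhibition of FP-Rh probe binding versus controls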
HTRA1 inhibitor – HTRA1 serine protease inhibitors, primary screen, biochemical, fluorescence polarization, HTS | recombinant HTRA1, FP-rhodamine activity-based probe | inhibition, % at 5.96 µM | AID 504803, 2011 | Q92743 | actives 0.5% (n = 340,000); in the data active = inhibition above about 36%;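 also: 0% = enzyme with DMSO and 100% = wells lacking enzyme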
Rev-erbA mod – modulators of Rev-erb alpha DNA binding, primary screen, biochemical, FITC-DNA, fluorescence polarization, uHTS. activity, % at 10 µM. actives 0.79% (n = 370,000). Nuclear receptor subfamily 1 group D member 1 (Homo sapiens), P20393. Rev-erbα–FITC-DNA binding, 90 min;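 active = activity above about 14%, limit read from the data; passing the limit was not always enough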;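 also: 0% = DMSO wells with 35 nM protein and 100% = DMSO wells with 750 nM protein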
Target sequence (P20393 whole entry, looked up): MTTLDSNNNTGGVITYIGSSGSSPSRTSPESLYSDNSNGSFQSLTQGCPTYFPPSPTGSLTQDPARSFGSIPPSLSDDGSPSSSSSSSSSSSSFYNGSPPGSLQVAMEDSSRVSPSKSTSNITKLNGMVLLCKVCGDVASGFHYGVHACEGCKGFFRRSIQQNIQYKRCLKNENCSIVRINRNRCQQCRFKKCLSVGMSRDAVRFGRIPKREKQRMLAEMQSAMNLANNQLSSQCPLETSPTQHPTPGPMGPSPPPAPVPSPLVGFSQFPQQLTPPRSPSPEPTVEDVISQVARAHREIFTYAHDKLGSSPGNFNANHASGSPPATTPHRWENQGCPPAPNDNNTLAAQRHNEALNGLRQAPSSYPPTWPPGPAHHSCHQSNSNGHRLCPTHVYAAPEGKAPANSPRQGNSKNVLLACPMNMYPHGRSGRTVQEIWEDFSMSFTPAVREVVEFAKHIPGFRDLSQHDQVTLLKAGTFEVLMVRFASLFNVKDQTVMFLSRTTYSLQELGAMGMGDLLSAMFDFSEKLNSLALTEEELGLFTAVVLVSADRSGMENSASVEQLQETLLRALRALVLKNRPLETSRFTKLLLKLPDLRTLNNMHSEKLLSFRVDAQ
GC-B act – human GC-B receptor activators, primary screen, HEK293 GC-B cells, cGMP TR-FRET, EC30 CNP | actives 0.11% (n = 370,000) | activation, % at 10 µM | AID 1920062, 2024 | Atrial natriuretic peptide receptor 2 (Homo sapiens), P20594 | 0% at EC30 CNP, 100% saturating CNP;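 active = activation at 10 µM reaching about 35% in either raw or pattern-adjusted values, limit read from the data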
SMARCA2 activ – SMARCA2 (BRM) function activators, primary screen, cell-based, luminescence, high throughput; MG213 cells, MMTV-luciferase reporter, dexamethasone, overnight; activation, % at 9.1 µM; actives 1% (n = 370,000); in the data active = activation above about 7.8%;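 also: 0% = vehicle wells and 100% = reference activator wells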
rCAG RNA binder – binders of r(CAG) RNA repeats, primary screen, biochemical, fluorescence | r(CAG) RNA repeat, TO-PRO-1 dye displacement fluorescence | actives 1.3% (n = 370,000) | inhibition, % at 3 µM;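 active = inhibition above the plate cutoff, the mean of all test compounds on that plate plus 3 SD, cut at about 35% in these data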;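 also: 0% = DMSO alone and 100% = 100 µM mitoxantrone as full dye displacement; higher means more dye released from RNA so lower well fluorescence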
PG9 binder – binders of HIV-1 gp120 antibody PG9, primary screen, biochemical, TR-FRET; HIV-1 gp120 / PG9 antibody interaction; AID 624416, 2012; actives 0.43% (n = 360,000); TR-FRET gp120-PG9 antibody binding; inhibition, % at 6.7 µM; in the data active = inhibition above about 8.5%
GC-A act – GC-A stimulated cGMP production enhancers – HEK293 GC-A cells, cGMP TR-FRET, EC30 ANP, primary screen. actives 0.14% (n = 370,000). activation, % at 10 µM. AID 1671463, 2021. 0% at EC30 ANP, 100% saturating ANP; in the data active = activation above about 40%
ASAP1 inh – inhibitors of human ASAP1 ArfGAP activity, primary screen, biochemical, fluorescence polarization. Arf-GAP with SH3 domain, ANK repeat and PH domain-containing protein 1 (Homo sapiens), …. ASAP1-stimulated ARF1 GTP hydrolysis, GDP FP detection. inhibition, % at 16.5 µM. actives 0.19% (n = 360,000). AID 624377, 2012; in the data active = inhibition above about 25%;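 also: 0% = vehicle with enzyme and substrate and 100% = no enzyme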
ARFGAP1 inhibitor – inhibitors of rat ARFGAP1 GAP activity, primary screen, biochemical, fluorescence polarization, GDP tracer; ADP-ribosylation factor GTPase-activating protein 1 (Rattus norvegicus), Q62848; Arfgap1-stimulated ARF1 GTP hydrolysis, GDP FP detection; inhibition, % at 16.5 µM; actives 0.26% (n = 360,000); AID 651572, 2012;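 active = inhibition above a per-plate limit, mean inhibition of low control wells plus 3 SD, cut at about 25% in these data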;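 also: 0% = DMSO wells with enzyme and 100% = wells lacking Arfgap1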
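Material – truncated rat Arfgap1 GAP domain · Buffer or medium – HEPES-based buffer, pH 7.5 · Reagent – human ARF1(Δ1-17)-GTP substrate · Dosing – 16.5 µM single point, 1.26% DMSO · Schedule – GTP hydrolysis reaction 2 h at 25 °C · Technique – GDP detection by fluorescence polarization · Benchmarks – No-Arfgap1 wells (100%) versus DMSO full-reaction wells (0%) · Repeats – single replicate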
Numbers without * were called inactive; x = not tested or not shown.

SMILES | mABHD4 FP | HTRA1 inhibitor | Rev-erbA mod | GC-B act | SMARCA2 activ | rCAG RNA binder | PG9 binder | GC-A act | ASAP1 inh | ARFGAP1 inhibitor
COc1ccc(NC(=O)C(=O)NNC(=O)c2cccs2)cc1 | -3 | 3 | 2 | 4 | -4 | 2 | 0.7 | 9 | 15 | 8
CN(C(=O)COC(=O)C1=COCCO1)C1(C#N)CCCCC1 | -2 | 3 | -3 | 5 | -1 | 2 | -0.9 | -1 | -6 | -7
Cc1cc(C)c(C(N)=O)c(Nc2cccc(Cl)c2C)n1 | 3 | -8 | 3 | -4 | -2 | -1 | 1.6 | 2 | -9 | 1
COc1ccc(C2=NOC(C(=O)Nc3ccc(C(C)=O)cc3)C2)cc1OC (stereo unspecified) | 9 | 2 | -3 | -3 | 4 | 2 | -0.5 | 4 | -5 | 2
CC1C(=O)N2CCCc3cc(NS(C)(=O)=O)cc1c32 (stereo unspecified) | 0 | 2 | -1 | 2 | -4 | 0 | -0.9 | 0 | -9 | -3
CN(C)CCCNC(=O)c1ccc(CN(c2ccccc2)S(C)(=O)=O)cc1 | -3 | 2 | 3 | 4 | 0 | 0 | -0.4 | 2 | 13 | 4
O=C(OCc1ccccc1)C1CCN(S(=O)(=O)c2cccs2)CC1 | -10 | -12 | -2 | 3 | 1 | 2 | -0.4 | 0 | 6 | 3
Cc1ccc2nc(-c3ccco3)c(Cc3cccc(Cl)c3)n2c1 | 10 | x | -2 | 4 | -1 | 8 | 1.3 | 4 | 1 | -3
CCOc1ccccc1N1CCN(C(=O)C(Sc2ccccc2)c2ccccc2)CC1 (stereo unspecified) | -12 | -24 | 2 | -2 | 1 | 1 | 0.5 | 0 | -5 | 6
COC(=O)C1(C(F)(F)F)C2C=CC(C2)N1S(=O)(=O)c1ccc(C)cc1 (stereo unspecified) | 4 | 4 | 3 | 1 | 1 | -1 | -0.6 | 3 | 3 | -1

Full records, quoted from the list. Screens in order: mABHD4 FP | HTRA1 inhibitor | Rev-erbA mod | GC-B act | SMARCA2 activ | rCAG RNA binder | PG9 binder | GC-A act | ASAP1 inh | ARFGAP1 inhibitor
O=C(OCc1ccccc1)C1CCN(S(=O)(=O)c2cccs2)CC1 reads -10 | -12 | -2 | 3 | 1 | 2 | -0.4 | 0 | 6 | 3
CCOc1ccccc1N1CCN(C(=O)C(Sc2ccccc2)c2ccccc2)CC1 (stereo unspecified) reads -12 | -24 | 2 | -2 | 1 | 1 | 0.5 | 0 | -5 | 6

(further entries)
SMILES | mABHD4 FP | HTRA1 inhibitor | Rev-erbA mod | GC-B act | SMARCA2 activ | rCAG RNA binder | PG9 binder | GC-A act | ASAP1 inh | ARFGAP1 inhibitor
Cc1ccccc1OCCCC(=O)NCc1ccco1 | -10 | 0 | 0 | 7 | 0 | 0 | 3.3 | -7 | 1 | -4
Cn1c(/C=N/NC(=O)c2ccccc2Br)nc2ccccc21 | -9 | 4 | -6 | -1 | 0 | -4 | 1.2 | -2 | 4 | -5
COc1ccc(/C=C/C(=O)Nc2ccccc2C(N)=O)cc1S(=O)(=O)N1CCOCC1 | 2 | -2 | 3 | 0 | -4 | 4 | 0.8 | 2 | -5 | 4
O=C(Nc1ccccc1C(F)(F)F)c1cc(-c2ccco2)on1 | 5 | -1 | 6 | -1 | 0 | 3 | 1.3 | -2 | 11 | 4
CN(CC(=O)NNC(=O)CNC(=O)c1ccccc1Cl)S(=O)(=O)c1ccc(Cl)cc1 | 0 | -3 | 1 | 2 | 1 | 1 | 1.0 | 2 | 5 | 5
COc1ccc(S(=O)(=O)N2CCCC(C(=O)NCCC3=CCCCC3)C2)cc1 (stereo unspecified) | 1 | -7 | -2 | 0 | 0 | -7 | -1.6 | 2 | 6 | 9
COc1ccccc1OCC(=O)NNC(=O)c1cnccn1 | 3 | 2 | -1 | 0 | 0 | -1 | 1.8 | -3 | -6 | -11
CCOC(=O)C1=CCN(S(=O)(=O)c2ccc(Br)cc2)C1c1ccc(F)cc1 (stereo unspecified) | -9 | x | -1 | -9 | -6 | 2 | -1.8 | -7 | -14 | -4
COc1ccc(NC(=O)N2CCC(c3nc(-c4cccs4)no3)CC2)cc1 | -1 | 0 | -1 | -2 | -4 | -6 | 0.3 | -3 | 0 | 1
COc1ccccc1N(O)C1CC(=O)N(c2ccc(F)cc2)C1=O (stereo unspecified) | 25 | 8 | -6 | 2 | 3 | 12 | 0.2 | 0 | -16 | 7
CN1CCN(S(=O)(=O)c2cc([N+](=O)[O-])ccc2N/N=C/c2ccc(Cl)cc2)CC1 | -1 | 1 | -7 | 7 | -1 | 1 | 0.4 | -1 | -14 | -7
Cc1ccc(C(=O)Nc2nnc(S(=O)(=O)N3CCC(C)CC3)s2)cc1 | -2 | -8 | 0 | 2 | 1 | 5 | -0.9 | 1 | 17 | 4
CC(C)=CCC[C@](C)(O[C@@H]1O[C@H](CO[C@@H]2O[C@H](CO)[C@@H](O)[C@H](O)[C@H]2O)[C@@H](O)[C@H](O)[C@H]1O)C1CC[C@]2(C)C1C(=O)CC1[C@@]3(C)CC[C@H](O[C@H]4O[C@@H](CO)[C@H](O)[C@@H](O)[C@@H]4O)C(C)(C)C3CC[C@]12C (stereo partly specified) | 2 | 1 | -5 | 4 | 1 | -2 | -1.7 | 4 | 10 | 5
C=CCn1c(SC(C)C(=O)c2c(N)n(C)c(=O)n(C)c2=O)nnc1-c1ccoc1C (stereo unspecified) | 5 | 1 | -2 | 2 | 3 | -2 | -1.3 | 0 | 6 | 1
NC(=O)CCc1c[nH]c2ccccc12 | 10 | -4 | -3 | -1 | 4 | 0 | -0.6 | 3 | 11 | -2
CCN1CCN(c2ccc(NC(=O)c3ccc([N+](=O)[O-])o3)cc2Cl)CC1 | 1 | 3 | -5 | 4 | -4 | -3 | 0.1 | 2 | -14 | 4
CC1S/C(=N/N=C2CCCCC2)NC1=O (stereo unspecified) | -5 | 6 | -5 | 0 | 3 | 4 | -1.8 | -2 | 3 | -5
CCCn1nnc(NC(=O)c2cc(Br)cc(Br)c2OC)n1 | 0 | -4 | -4 | 0 | 1 | -3 | -2.1 | 2 | 0 | 9
Nc1nc(SCC(=O)Nc2ncc(Cl)cc2Cl)n[nH]1 | 7 | 9 | -4 | 5 | -1 | 8 | 1.1 | 2 | -3 | 4
COc1cccc(NC(=O)c2cnc[nH]2)c1 | 6 | -6 | 0 | 2 | 4 | -1 | -1.3 | 4 | -3 | 2
O=C(NNC(=O)c1ccc(Cl)cc1Cl)c1ccc2ccccc2c1 | -3 | -2 | 3 | -2 | -2 | 1 | -1.0 | 0 | -12 | 10
Cc1cc(C)nc(Nc2nc3ccccc3s2)n1 | 1 | -1 | 2 | 4 | 4 | 1 | 0.6 | 3 | -4 | -13
CN(Cc1cnn(-c2ccc(F)cc2)c1)C(=O)[C@H]1O[C@@H](n2ccc(=O)[nH]c2=O)[C@H](O)[C@@H]1O | -2 | x | -8 | 4 | -3 | 0 | -0.7 | -2 | 1 | -10
CCN(CCCNC(=O)C1CCC(=O)N1Cc1ccc(C)cc1)c1cccc(C)c1 (stereo unspecified) | 5 | 0 | -1 | -1 | 1 | -7 | -1.1 | -6 | -18 | -11
O=C(NCc1ccccc1)C(=O)Nc1nc(C23CC4CC(CC(C4)C2)C3)cs1 | 7 | 5 | -2 | 6 | -2 | 1 | -0.3 | 3 | 1 | -6
O=[N+]([O-])c1ccc(/C=N/Nc2ccc3ccccc3c2)o1 | 0 | 37* | 7 | -16 | 3 | 31 | -7.3 | -4 | 25* | -4
COCCSc1ccccc1C(=O)Nc1ccccc1C(C)C | -1 | 4 | 2 | -1 | -2 | -6 | -0.7 | -2 | 1 | 6
Cc1ccc2c(CN(C)Cc3cccc(F)c3)cc(=O)oc2c1C | -9 | -22 | -2 | -1 | 6 | -3 | -1.0 | 4 | -9 | 3
CC(Oc1ccc2c(-c3ccccc3)cc(=O)oc2c1)C(=O)NCCCN1CCOCC1 (stereo unspecified) | -1 | 5 | 8 | 1 | 1 | -2 | -2.3 | 1 | -4 | 5
COc1ccccc1NC(=O)c1ccc(NC(=O)CN(C)Cc2ccccc2F)cc1 | -6 | -42 | -2 | -4 | -4 | -3 | -1.7 | -1 | 1 | -6
Cc1cccc(N2CCN(C(=O)CCn3c(=O)[nH]c4ccccc4c3=O)CC2)c1C | 0 | 1 | -5 | -3 | -3 | -3 | 0.3 | -1 | 8 | -2
Cc1ccc(NS(=O)(=O)c2ccc(C(=O)N3CCCC(C(F)(F)F)C3)cc2)cc1 (stereo unspecified) | 2 | -8 | 5 | -7 | -3 | -5 | 1.8 | -6 | -3 | 13
CCC(=O)Nc1nnc(-c2cccs2)s1 | 5 | 5 | -4 | -1 | 6 | 1 | -0.9 | -2 | 13 | -2
COc1cccc(CC(=O)OCC(=O)N(C)CC(=O)Nc2ccccc2Cl)c1 | 1 | 1 | 0 | 4 | 0 | 1 | -0.8 | 1 | -7 | 2
COC(=O)c1ccc2nc(C3CCCCC3)c(Cc3ccccc3)n2c1 | -4 | x | 4 | 13 | -2 | 5 | -1.1 | 5 | 7 | -9
CCOC(=O)C1(Cc2ccccc2C)CCCN(C(=O)CCc2cccnc2)C1 (stereo unspecified) | -5 | 3 | -4 | 2 | 0 | -7 | 4.5 | -3 | -8 | -1
Cc1cc(NC(=O)CSc2ccc3nnc(-c4ccc(F)cc4)n3n2)no1 | -3 | -2 | -4 | -4 | -1 | -4 | 2.8 | -6 | -4 | 5
Cc1ccc(CSCC(=O)NCc2ccc3c(c2)OCO3)cc1 | -2 | 0 | 1 | 4 | -2 | -5 | -1.0 | -2 | -10 | -11
CCOc1ccc(Cl)cc1-c1cc(C(=O)Nc2ccc(Br)cc2)[nH]n1 | -35 | x | 0 | 3 | -1 | 4 | -0.7 | 11 | -7 | 2
COc1ccccc1Nc1nc(C)cc(=O)[nH]1 | 0 | 2 | -4 | 6 | 1 | 1 | -1.4 | 1 | 1 | -3
CCCn1c(=O)[nH]c(=O)c2[nH]cnc21 | 2 | 6 | 0 | 1 | -1 | 2 | -1.4 | 1 | -4 | 7
CC1(C)CC(C(N)=S)CCO1 (stereo unspecified) | -4 | 4 | 1 | -2 | -3 | 1 | 1.3 | 7 | -18 | 8
